Compound activity from PubChem.
Wnt bcat act: Wnt/beta-catenin pathway activators, primary screen, cell-based, plate reader, single point | Wnt/beta-catenin reporter cell assay, activator | activation, % at 9.35 µM | 300,000 compounds, 1.2% hits | AID 743398, 2014; in the data active means activation above about 30%, passing the limit was not always enough;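 further: 0% = neutral control wells and 100% = positive control wells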
CAL PDZ FP-1: CAL PDZ peptide-binding inhibitors, primary screen, biochemical, fluorescence polarization, Cer-tagged CAL PDZ, HTS. inhibition, % at 20 µM. purified CAL PDZ, TMR-peptide fluorescence polarization, 1 h. 330,000 compounds, 0.02% hits. AID 504414, 2011;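 active means highest replicate inhibition of at least 40%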;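 further: plate controls were DMSO neutral control wells for no effect and unlabeled competitor peptide control wells for full effect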
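System: purified tagged CAL PDZ domain construct (CerCALP). Schedule: 1 h incubation at room temperature before polarization reading. Medium: 25 mM sodium phosphate pH 7.4, 150 mM NaCl, TCEP, IgG, Thesit. Read-out: percent inhibition from loss of millipolarization. Measured by: FP readout, S and P plane fluorescence. Probe or stimulus: fluorescent TMR peptide probe.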
SR-BI HDL uptake: inhibitors of SR-BI mediated HDL lipid uptake, primary screen, ldlA[mSR-BI] cells, fluorescence, single point | ldlA[mSR-BI] CHO cells, DiI-HDL uptake fluorescence, 3 h | 320,000 compounds, 0.96% hits | inhibition, % at 12.5 µM | Scavenger receptor class B member 1 (Mus musculus), Q61009;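 active means mean replicate inhibition of at least 70% and a set share of replicates each scoring 70 or more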;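 further: 0% = median of neutral control wells and 100% = median of positive control wells; values of inactives mirror those of a sister screen read the other way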
Target sequence (Q61009 whole entry, looked up): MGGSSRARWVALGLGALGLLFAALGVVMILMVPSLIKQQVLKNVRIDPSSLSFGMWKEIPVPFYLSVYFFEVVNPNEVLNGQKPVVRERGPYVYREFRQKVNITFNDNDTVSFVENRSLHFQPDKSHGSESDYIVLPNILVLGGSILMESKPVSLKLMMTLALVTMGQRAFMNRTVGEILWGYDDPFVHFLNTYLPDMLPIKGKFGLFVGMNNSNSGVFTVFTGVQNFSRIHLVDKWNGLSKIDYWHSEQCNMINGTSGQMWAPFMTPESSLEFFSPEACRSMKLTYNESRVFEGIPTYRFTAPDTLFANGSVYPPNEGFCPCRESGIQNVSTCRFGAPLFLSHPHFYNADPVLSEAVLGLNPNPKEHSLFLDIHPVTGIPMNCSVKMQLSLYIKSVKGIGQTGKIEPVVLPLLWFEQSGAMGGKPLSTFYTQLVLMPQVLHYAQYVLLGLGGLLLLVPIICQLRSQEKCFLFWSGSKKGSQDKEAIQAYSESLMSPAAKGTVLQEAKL
CAL PDZ FP-2: untagged CAL PDZ binding inhibitors, primary screen, biochemical, fluorescence polarization, HTS; Golgi-associated PDZ and coiled-coil motif-containing protein (Homo sapiens), Q9HD26; purified CAL PDZ, TMR-peptide fluorescence polarization, 1 h; inhibition, % at 24.9 µM; 300,000 compounds, 0.92% hits; AID 602252, 2012;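 active means mean inhibition of at least 30% with at least half of replicates also reaching 30%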;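 further: 0% = DMSO neutral control and 100% = excess unlabeled competitor peptide PRC23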
MITF TRPM1 HTS: activators of MITF-driven TRPM1 promoter reporter, primary screen, cell-based, SK-MEL-5, luciferase, single point. SK-MEL-5 TRPM1-promoter luciferase, 24 h; % of positive control, neutral wells = 0. activation, % at 12.5 µM. 300,000 compounds, 0.75% hits;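 active means mean activation of at least 80% with every replicate also reaching 80%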;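 further: 0% = neutral control wells and 100% = parthenolide positive control wells; values of inactives mirror those of a sister screen read the other way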
SR-BI DiI-HDL act: activators of SR-BI mediated DiI-HDL uptake, primary screen, ldlA[mSR-BI] CHO cells, DiI fluorescence. 3 h; 100 = double the neutral-control signal. 320,000 compounds, 0.096% hits. AID 504775, 2011. activation, % at 12.5 µM;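 active means mean replicate activation of at least 60% and every replicate at or above 60%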;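 further: 0% = median plate neutral-control signal and 100% = twice that signal; values of inactives mirror those of a sister screen read the other way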
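System: CHO ldlA[mSR-BI] cells / Medium: HEPES-buffered (25 mM, pH 7.4) F12 plus 0.5% BSA / Probe or stimulus: labelled HDL, 10 µg/mL / Doses: single compound concentration, delivered by pin transfer / Schedule: 3 h, 37 °C / Measured by: DiI fluorescence, bottom read / Measure: cell-associated DiI fluorescence as measure of HDL uptake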
Ecoli viability: E. coli V3065 growth inhibition, primary screen, counter-screen for AddAB inhibitor project, absorbance, OD600; inhibition, % at 11.9 µM; 18 h; 330,000 compounds, 0.27% hits;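 active means inhibition above the campaign's mean inhibition across all tested compounds plus 3 SD, cut at about 9.9% in these data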;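 further: uninfected addAB+ strain grown without phage in ampicillin broth; 0% = DMSO wells and 100% = ciprofloxacin 0.95 µg/ml wells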
AddAB inh: growth inhibition of E. coli expressing H. pylori AddAB, primary screen, AddAB inhibitor project, absorbance; inhibition, % at 11.9 µM; 330,000 compounds, 0.29% hits; AID 435030, 2010; in the data active means inhibition above about 12%;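 further: 0% = vehicle wells of infected cells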
Tat export inh: E. coli Tat export inhibitors, primary screen, MC4100, TorA-mCherry reporter, fluorescence, single point; inhibition, % at 10 µM; 340,000 compounds, 0.036% hits; AID 488895, 2010;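 active means mean replicate inhibition at least 50% and at least half of replicates individually reaching 50%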;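 further: exported cargo escapes ClpAP degradation while cytoplasmic cargo is degraded and loses fluorescence; 0% = median of neutral control wells and 100% = median of NaSCN control wells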
phage Ecoli inh: growth loss of phage-infected E. coli, primary screen, RecBCD inhibitor project, absorbance, with phage, HTS | AID 651602, 2012 | inhibition, % at 11.9 µM | 360,000 compounds, 0.26% hits; in the data active means inhibition above about 11%
* hit, by the source's call; nt = no result given. Compounds as they come; any-hit rate near 3.6%.

SMILES	Wnt bcat act	CAL PDZ FP-1	SR-BI HDL uptake	CAL PDZ FP-2	MITF TRPM1 HTS	SR-BI DiI-HDL act	Ecoli viability	AddAB inh	Tat export inh	phage Ecoli inh
C=CCn1c(SCC(=O)c2c(N)n(C3CC3)c(=O)[nH]c2=O)nnc1-c1ccccc1OC	2	-2.0	-7	7	-12	7	nt	nt	1	2.4
CCCc1[nH]c(=O)c(C#N)c2c1CCCC2	nt	-3.7	-12	nt	-1	12	-1.7	1.6	-12	2.1
Cc1cc(C)n(S(=O)(=O)c2ccc(C)c(C)c2)n1	0	-1.2	17	-3	nt	-17	nt	nt	-1	-0.2
Cc1[nH]n(-c2ncc(-c3ccccc3)s2)c(=O)c1C(c1ccc(Cl)cc1)C(C#N)C#N (centres undefined)	-2	0.4	-10	-7	9	10	-0.3	-1.3	5	4.3
Cn1c(=O)oc2cc(S(=O)(=O)N3CCN(C(=O)c4ccco4)CC3)ccc21	-2	-4.9	-37	-7	nt	37	1.8	2.9	-2	4.3
Cc1ccc(C(=O)N2CCN(c3ccc(NC(=O)c4cc(C)cc(C)c4)cc3)CC2)cc1	-2	0.3	30	nt	-26	-30	nt	nt	-12	2.3
c1ccc(N2CCCCC2)c(Nc2nc3ccccc3n3cnnc23)c1	0	-2.4	29	-2	24	-29	2.6	0.1	7	-0.9
O=C(OC(C(=O)NCc1ccco1)C(OC(=O)c1ccccc1)C(=O)NCc1ccco1)c1ccccc1 (centres undefined)	1	-0.9	-3	nt	-2	3	0.9	4.1	-8	0.7
Cc1ccccc1S(=O)(=O)Cc1ccc(C(=O)NCCN(Cc2ccccc2)C(C)C)o1	0	-0.6	-1	-4	19	1	-1.3	3.3	2	1.6
Nn1c(COc2ccccc2F)nnc1SCC(=O)NC1CCS(=O)(=O)C1 (centres undefined)	-1	-1.7	-3	-1	-1	3	-1.4	6.1	2	3.0
CCCCNC(=S)NNC(=O)c1csc(C)c1CC	-1	-1.3	-25	-2	5	25	1.5	2.8	-15	0.3
NNC(=O)c1oc2nc(-c3ccccc3)cc(-c3ccco3)c2c1N	1	nt	nt	nt	nt	nt	0.0	0.4	nt	3.2
Cc1occc1C(=O)N1CCCC(N2CCN(c3cccc(Cl)c3)CC2)C1 (centres undefined)	0	-0.4	10	-2	16	-10	3.0	5.2	5	2.1
COc1ccc(NC(=S)NC(NC(=O)c2cccc3ccccc23)C(Cl)(Cl)Cl)c([N+](=O)[O-])c1 (centres undefined)	nt	-4.2	30	-5	2	-30	-1.4	3.5	1	2.3
Cc1cc(C(=O)CN2C(=O)NC3(CCCc4sccc43)C2=O)c(C)n1-c1ccccc1 (centres undefined)	nt	-2.6	-2	-1	17	2	-1.5	-0.2	0	-0.8
COc1ccc(NS(=O)(=O)c2cc3c(cc2C)NC(=O)CO3)c(OC)c1	-5	-0.4	-18	nt	nt	18	-2.3	-0.6	3	2.1
O=C(COc1ccccc1Cl)NCCNC(=O)c1ccccn1	1	-2.5	-19	0	2	19	1.3	2.1	-1	1.6
O=C(O)Cc1ccc(-c2ccccc2)cc1	-5	-1.4	-7	-1	-14	9	2.1	2.9	0	3.5
C[C@]12c3[nH]c4cc(-c5ccco5)ccc4c3CCN1C(=O)[C@@H](CC(=O)NCC13CC4CC(CC(C4)C1)C3)C[C@@H]2C(=O)N1CCCCC1	-3	0.1	10	-3	-9	-10	-2.0	-3.0	-13	2.4
Cn1c(CO)cnc1SCC(=O)c1ccc(Cl)cc1	-1	-0.3	-10	0	1	10	-1.3	-0.7	-6	4.4
O=C(OCCCCN1C(=O)c2ccccc2C1=O)c1n[nH]c2ccccc12	-4	-2.0	-15	1	nt	15	-0.9	-0.1	4	1.4
CCCCCCCCCc1nc2sc3c(c2c(=O)n1NC(=O)c1ccc([N+](=O)[O-])cc1)CC(C)(C)OC3	nt	-0.1	-13	-6	-7	13	-0.5	2.9	-4	1.9
N#CCC(=O)Nc1ccc(C(=O)OCC(=O)c2ccc3c(c2)OCO3)cc1	39*	-2.1	9	-2	69	-9	1.2	0.5	-6	4.1
Cc1nc2cc(Cl)ccc2c(=O)n1Cc1ccncc1	-1	0.7	17	-3	4	-17	2.4	0.1	-12	1.8
N#C/C(=C(/O)COC(=O)COc1ccc(Cl)cc1)c1nc2ccccc2[nH]1	1	-0.9	-14	5	-1	14	-4.7	1.6	-1	0.3
CC(C)OC(=O)Nc1ccc2c(c1)N(C(=O)CCN1CCOCC1)c1ccccc1CC2	0	-0.9	-63	-3	-3	63*	-1.4	-0.8	7	-1.2
CC(=O)c1cccc(CN2CCCC(C(=O)Nc3ccc(-c4ccco4)cc3)C2)c1 (centres undefined)	-2	-0.9	18	-1	4	-18	0.6	1.2	-1	0.4
COc1ccc(C2=CC(=O)CC(c3ccc(F)cc3)C2)cc1 (centres undefined)	9	0.0	47	-2	14	-47	2.8	-9.0	15	4.1
CC(NC(=O)/C(C#N)=C/c1ccc(OCC(=O)O)cc1)c1ccccc1 (centres undefined)	0	-0.3	-31	0	nt	31	-0.3	4.6	2	0.5
CCOc1ccc2c(c1)C(C)=CC(C)(C)N2S(=O)(=O)c1ccc(NC(C)=O)cc1	-10	-0.7	-4	-2	nt	4	-1.8	-3.1	9	1.1
C=CCc1cccc(CNc2nc3ccccc3n2CCN2CCOCC2)c1O	nt	0.1	-2	nt	2	2	-0.3	1.2	4	1.3
COC(=O)CN1C(CN2CCOCC2)=Nc2ccc(Br)cc2C1c1ccccc1 (centres undefined)	-1	nt	nt	nt	nt	nt	2.3	2.8	nt	-0.2
O=C(NCCc1ccc(Cl)cc1Cl)c1cncc(Br)c1	0	-1.2	nt	1	2	nt	3.5	-0.7	3	-1.4
COc1ccccc1CC(=O)NCc1ccc2c(c1)OCO2	0	-0.9	-11	-1	nt	11	-0.5	3.2	-7	3.4
C=CCn1c(-c2ccc(OC)c(OC)c2)cs/c1=N\c1ccccn1	nt	0.7	-5	nt	7	5	-4.1	1.0	12	-1.4
O=C(CNC(=O)c1sc2ccccc2c1Cl)Nc1ccccc1F	-2	-0.1	-37	-2	24	37	2.5	1.7	0	-1.3
CCNS(=O)(=O)c1ccc(C(=O)Nc2ccccc2)cc1	nt	-0.5	1	-4	20	-1	2.6	4.0	1	6.1
COc1ccc(/C=C2\CCc3ccccc3C2=O)cc1Cn1cccn1	nt	-1.4	-12	-4	nt	12	-1.1	-1.4	17	0.1
CC(C)CC(=O)NC(NCC1CCCO1)C(Cl)(Cl)Cl (centres undefined)	nt	-0.6	-21	-5	2	21	0.9	2.4	-4	3.3
CCCCOc1ccc(/C=c2\sc3ncnn3c2=O)cc1	-6	0.7	8	-3	20	-8	-1.1	-0.6	4	0.3

2 entries picked at random from the list so far:
SMILES	Wnt bcat act	CAL PDZ FP-1	SR-BI HDL uptake	CAL PDZ FP-2	MITF TRPM1 HTS	SR-BI DiI-HDL act	Ecoli viability	AddAB inh	Tat export inh	phage Ecoli inh
COc1ccccc1CC(=O)NCc1ccc2c(c1)OCO2	0	-0.9	-11	-1	nt	11	-0.5	3.2	-7	3.4
CC(C)CC(=O)NC(NCC1CCCO1)C(Cl)(Cl)Cl (centres undefined)	nt	-0.6	-21	-5	2	21	0.9	2.4	-4	3.3

Continuation.
SMILES	Wnt bcat act	CAL PDZ FP-1	SR-BI HDL uptake	CAL PDZ FP-2	MITF TRPM1 HTS	SR-BI DiI-HDL act	Ecoli viability	AddAB inh	Tat export inh	phage Ecoli inh
C=CCn1cnc2c(c1=O)c1nc3ccccc3nc1n2/N=C/c1cccc(OC)c1	nt	-2.3	-4	nt	-4	4	nt	nt	-2	0.2
Nc1ncnc(Nc2cccc(F)c2)n1	2	0.7	-1	-9	-8	1	-2.2	0.7	-2	5.2
O=C(O)c1cc([N+](=O)[O-])ccc1N1CCCCC1	-1	-1.3	-55	-2	16	55	-1.5	-0.7	12	1.5
COc1ccc(C2=NO[C@H]3C[C@](C(=O)NC(C)C)(S(=O)(=O)c4ccccc4)C[C@@H]23)cc1	nt	-1.9	0	1	8	0	-2.8	4.4	-1	nt
COc1ccccc1Nc1nnc(SCc2cc(=O)n3ccsc3n2)s1	5	-0.1	42	-3	19	-42	0.3	2.0	-3	1.4
COc1cccc2cc(C(=O)C3=C(O)C(=O)N(CCN4CCOCC4)C3c3ccc(C(C)(C)C)cc3)oc12 (centres undefined)	0	-2.0	-26	-2	5	26	-3.0	2.9	-3	0.6
Cc1c(Br)ccc(NC(=O)c2ccccc2[N+](=O)[O-])c1C	nt	-1.9	14	-3	14	-14	1.3	3.7	13	4.7
O=C(CSCc1ccccc1Cl)NN1C(=O)c2ccccc2C1=O	-3	-0.6	-22	0	-2	22	0.0	1.1	-5	-1.9
Cc1c(N2C(=O)/C(=C3/C(=O)N(C)c4ccccc43)SC2=S)c(=O)n(-c2ccccc2)n1C	nt	-0.2	-24	1	-6	24	-1.8	0.1	-4	2.0
Cc1[nH]c2ccccc2c1C(=O)COC(=O)Cn1c(C)nc2ccccc21	nt	-0.9	0	-2	-7	0	-0.4	2.1	4	1.3
O=C1CN(C(=O)c2ccc(Cl)nc2)c2ccccc2N1	0	-0.3	-13	nt	-3	13	1.4	3.5	-8	3.2
CC(C)N1CCN(Cc2cnc(N3CCCC3)s2)CC1CCO (centres undefined)	-1	-5.6	55	-2	-11	-55	nt	nt	3	3.0
O=C(Cn1c(SCC(=O)N2CCc3ccccc32)nc2ccccc21)NC1CCCC1	nt	-1.8	-2	-3	-22	2	1.1	4.9	-1	3.3
Cc1ccsc1C(=O)C1CCCN(Cc2cccn2-c2ccc(Cl)cn2)C1 (centres undefined)	-1	-2.2	nt	nt	4	nt	-0.7	-2.3	1	2.4
Cc1cccn2cc(CCNC(=O)c3ccc(Br)o3)nc12	18	0.8	-26	-2	-27	26	2.1	1.1	-13	3.1
O=C(c1ccccc1)c1c[nH]c(C(=O)NCCCn2ccnc2)c1	-1	-1.9	nt	4	-3	nt	-0.1	1.4	3	2.2
O=C(Nc1nc(-c2ccccn2)cs1)C1CCCC1	13	-1.5	16	-6	28	-16	-11	-9.1	7	-4.8
CCCOc1ccc(/C(O)=C2/C(=O)C(=O)N(CCN(C)C)C2c2ccncc2)cc1 (centres undefined)	-2	0.2	-14	-3	-4	14	-3.1	-0.8	0	3.6
CCOc1ccc(/C=N/NC(=O)c2cc3c(OC)cc(OC)c(OC)c3[nH]2)cc1	-1	1.8	52	0	2	-52	-1.0	0.2	6	0.4
